# Source: PubChem BioAssay
# DAX1 inh-1: inhibits human nuclear receptor DAX1; HEK293 Gal4-DAX1 luciferase reporter, luminescence; inhibition, % at 6.75 µM; hit rate 0.99% among 340,000; AID 504766;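 active means inhibition above the mean over all tested compounds plus 3 SD, cut at about 4.2% in these data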;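 further: 0% = DAX1-transfected cells with DMSO and 100% = empty-vector control cells with DMSO; inhibition shows as a rise in luminescence from relieved DAX1 repression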
# SMARCA2 activ: SMARCA2 function activation, primary screen; MG213 cells, MMTV-luciferase reporter, dexamethasone, overnight; activation, % at 9.1 µM; hit rate 1% among 370,000; in the data active means activation above about 7.8%;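 further: 0% = vehicle wells and 100% = reference activator wells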
# DAX1 inh-2: inhibitors of DAX1 repression of SF-1 activated StAR promoter; hit rate 1.1% among 370,000; HEK293T StAR-luciferase reporter, SF-1/DAX-1 repression relief; AID 652010; inhibition, % at 6.8 µM;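 active means inhibition above the mean over all tested compounds plus 3 SD, cut at about 3.6% in these data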;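 further: 0% = DAX-1 cells with DMSO and 100% = cells lacking DAX-1 with DMSO; higher inhibition means more luminescence from relief of DAX-1 repression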
# GC-A act: GC-A (human) enzyme activation; P16066; HEK293 GC-A cells, cGMP TR-FRET, EC30 ANP; 0% at EC30 ANP, 100% saturating ANP; activation, % at 10 µM; hit rate 0.14% among 370,000; in the data active means activation above about 40%
# FXN GAA850 act: frataxin GAA850 promoter activation; HEK293 lucGAA850 FXN promoter luciferase reporter, 24 h; percent of 10 µM SAHA response; activation, % at 6 µM; hit rate 0.56% among 360,000;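 active means activation above the average of all compounds screened plus 3 SD, cutoff fixed separately per campaign, cut at about 7.5% in these data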;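 further: 0% = DMSO wells and 100% = 10 µM SAHA wells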
# sPLA2-III inh: Blocks human group III sPLA2 activity | Q9NZ20 | QFRET BODIPY PC-A2 liposome hydrolysis, fluorescence | AID 743126 | hit rate 0.56% among 370,000 | inhibition, % at 12.2 µM;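 active means inhibition above mean plus 3 SD of compounds lying within the high and low control bounds, cut at about 19% in these data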;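 further: 0% = median of test compound wells and 100% = no enzyme DMSO wells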
# ssDAF12 agonist: S. stercoralis DAF-12 activation, primary screen. HEK293 ssDAF-12/GRIP1 lit1-tk-luc reporter, luminescence; % of 3 µM dafachronic acid response. activation, % at 6.8 µM. hit rate 1% among 370,000. AID 652126;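 active means activation above the mean over all tested compounds plus 3 SD, cut at about 0.9% in these data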;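 further: 0% = DMSO-only wells and 100% = 3 µM delta7-dafachronic acid wells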
# hcDAF12 agonist: activators of H. contortus DAF-12 nuclear receptor | HEK293 hcDAF-12 lit1-tk-luc reporter, luminescence; 0% DMSO, 100% Δ7-dafachronic acid | activation, % at 6.8 µM | hit rate 1.4% among 370,000 | AID 652067;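 active means activation above the mean of all tested compounds plus 3 SD, cut at about 5.5% in these data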;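 further: 100% = response to 3 µM Δ7-dafachronic acid high control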
# GC-B act: GC-B (human) receptor activation. AID 1920062. hit rate 0.11% among 370,000. HEK293-GC-B cells, CNP EC30, cGMP TR-FRET; 0% at EC30 CNP, 100% saturating CNP. activation, % at 10 µM;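 active means activation at 10 µM reaching about 35% in either raw or pattern-adjusted values, limit read from the data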
# Target sequence (P20594 whole entry, looked up): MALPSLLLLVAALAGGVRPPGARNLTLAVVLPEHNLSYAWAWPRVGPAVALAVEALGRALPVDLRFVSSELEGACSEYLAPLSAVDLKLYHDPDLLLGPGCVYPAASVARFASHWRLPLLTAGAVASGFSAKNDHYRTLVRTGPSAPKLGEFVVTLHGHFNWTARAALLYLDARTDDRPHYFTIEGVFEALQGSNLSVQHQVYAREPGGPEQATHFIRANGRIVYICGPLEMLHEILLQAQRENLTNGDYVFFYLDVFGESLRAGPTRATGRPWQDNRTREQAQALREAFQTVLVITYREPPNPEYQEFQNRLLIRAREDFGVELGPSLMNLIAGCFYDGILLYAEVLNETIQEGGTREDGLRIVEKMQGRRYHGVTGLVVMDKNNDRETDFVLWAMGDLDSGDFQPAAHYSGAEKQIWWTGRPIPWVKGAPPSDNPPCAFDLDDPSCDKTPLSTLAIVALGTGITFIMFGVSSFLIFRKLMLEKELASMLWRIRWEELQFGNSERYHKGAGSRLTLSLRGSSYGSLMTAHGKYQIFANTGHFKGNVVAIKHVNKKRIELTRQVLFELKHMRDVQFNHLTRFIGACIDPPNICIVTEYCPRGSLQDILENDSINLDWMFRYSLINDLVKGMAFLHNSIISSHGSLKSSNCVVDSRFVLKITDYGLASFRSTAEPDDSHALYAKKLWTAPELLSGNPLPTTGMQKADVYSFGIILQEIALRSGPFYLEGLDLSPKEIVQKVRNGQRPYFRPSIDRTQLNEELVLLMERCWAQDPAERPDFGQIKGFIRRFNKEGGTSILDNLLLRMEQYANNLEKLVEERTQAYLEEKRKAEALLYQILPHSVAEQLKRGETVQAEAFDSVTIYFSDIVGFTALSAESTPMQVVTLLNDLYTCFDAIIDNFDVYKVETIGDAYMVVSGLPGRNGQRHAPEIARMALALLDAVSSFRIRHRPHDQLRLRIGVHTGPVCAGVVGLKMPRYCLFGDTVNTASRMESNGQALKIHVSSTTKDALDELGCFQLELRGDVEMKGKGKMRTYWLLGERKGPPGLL
# ADAM10 inh: inhibits human ADAM10; hit rate 0.62% among 370,000; inhibition, % at 7 µM; O14672; recombinant ADAM10, EDANS/DABCYL FRET peptide cleavage, 3 h;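 active means inhibition above a per-campaign cutoff equal to the mean of compounds falling between control-based bounds plus 3 SD, cut at about 20% in these data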;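 further: 0% = DMSO wells while the 100% control is not disclosed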
# hgDAF12 agonist: activates the H. glycines DAF-12 receptor ligand-binding domain | HEK293 GAL4-hgDAF12 UAS-luciferase reporter, agonist luminescence; normalized to butyrate control | activation, % at 6.8 µM | AID 687014 | hit rate 1.8% among 370,000;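 active means activation above a cutoff set at the mean of all screened compounds plus 3 SD, cut at about 10% in these data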;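 further: 0% = DMSO wells and 100% = sodium butyrate wells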
# * = called active by the depositor; i = inactive; x = not tested or not shown.
SMILES,DAX1 inh-1,SMARCA2 activ,DAX1 inh-2,GC-A act,FXN GAA850 act,sPLA2-III inh,ssDAF12 agonist,hcDAF12 agonist,GC-B act,ADAM10 inh,hgDAF12 agonist
CC1=CC(=NOC(=O)c2cccc([N+](=O)[O-])c2)C=C(C)C1=O,0.0,1,-0.2,-2,1.4,-10,-1.6,-1.5,3,-5,-4.3
O=C(COC(=O)Cc1c(F)cccc1Cl)Nc1ccc2[nH]c(=O)[nH]c2c1,1.7,-3,-0.6,-3,0.3,5,-1.8,-0.8,-3,-8,1.2
COCC(=O)Nc1ccc(-c2cn3cccnc3n2)cc1,-0.3,0,0.5,-2,-0.3,2,-0.4,0.2,6,i,1.5
COC(=O)[C@H](C)NC(=O)Nc1cccc(Br)c1,1.3,2,0.0,0,2.4,-3,-1.3,-0.1,-8,4,0.3
Nc1ccc2nc(C3CCCCC3)[nH]c2c1,-0.2,-2,0.4,-1,4.8,8,-1.1,0.0,-3,-9,2.2
Cc1c2c(n3c(nc4ccccc43)c1C#N)N(CCN(C)C)CC2,-0.6,-1,0.3,2,2.4,2,-0.7,0.3,-5,i,0.4
COCc1ccc(C(=O)Nc2ccc(C(=O)O)cc2)o1,3.7,1,0.6,-3,1.5,6,-0.8,0.0,1,2,5.7
Nc1nc(Cl)nc2c1ncn2C1OCC(O)C(O)C1O (centres undefined),2.2,-1,0.5,0,3.6,-2,-1.4,-1.4,8,-2,-0.1
COc1ccc(OCC(=O)N2CCN(S(=O)(=O)c3ccc4c(c3)OCCO4)CC2)cc1,0.7,-2,-0.7,-1,1.9,13,-0.8,-1.0,-2,-15,-0.5
Cc1ccc(CNC(=O)CSc2nc3ccsc3c(=O)n2Cc2ccccn2)cc1,-0.7,-2,-0.1,-2,5.1,1,-1.9,-1.9,1,-13,1.8
O=C(NCc1ccccc1)C(c1cc2ccccc2o1)n1c(=O)c(-c2ccccc2)nc2ccccc21 (centres undefined),x,2,3.8*,-5,x,0,0.5,4.1,-6,-23,5.4
CC(c1ccon1)N(C)Cc1cn(C)nc1-c1ccc2c(c1)OCCO2 (centres undefined),-0.7,-2,0.4,1,1.9,5,-1.6,-1.1,0,-4,-1.9

# Molecules above that have an NH in an aromatic ring, in the order listed:
SMILES,DAX1 inh-1,SMARCA2 activ,DAX1 inh-2,GC-A act,FXN GAA850 act,sPLA2-III inh,ssDAF12 agonist,hcDAF12 agonist,GC-B act,ADAM10 inh,hgDAF12 agonist
O=C(COC(=O)Cc1c(F)cccc1Cl)Nc1ccc2[nH]c(=O)[nH]c2c1,1.7,-3,-0.6,-3,0.3,5,-1.8,-0.8,-3,-8,1.2
Nc1ccc2nc(C3CCCCC3)[nH]c2c1,-0.2,-2,0.4,-1,4.8,8,-1.1,0.0,-3,-9,2.2

# (further entries)
SMILES,DAX1 inh-1,SMARCA2 activ,DAX1 inh-2,GC-A act,FXN GAA850 act,sPLA2-III inh,ssDAF12 agonist,hcDAF12 agonist,GC-B act,ADAM10 inh,hgDAF12 agonist
Cc1cc2[nH]c(=O)c(=O)[nH]c2cc1S(=O)(=O)N1CCN(c2cccc(Cl)c2)CC1,0.2,-2,-1.0,1,1.8,9,-1.4,-0.6,2,-17,3.7
CCOc1ccc(NC(=S)N(CCc2c(C)[nH]c3ccc(C)cc23)Cc2ccncc2)cc1,-0.2,1,0.9,-7,-0.6,-9,-0.9,1.2,-16,-11,-0.6
COC(=O)C1(CC2CC(c3ccncc3)=NO2)CCN(C(=O)OC(C)(C)C)CC1 (centres undefined),-1.1,0,-0.5,3,0.7,-6,-1.4,-1.7,2,3,-1.6
Cc1ccc(-c2cc(C(=O)NCCN3CCOCC3)c3ccccc3n2)o1,0.1,1,-1.2,-2,0.3,1,-0.8,-0.6,-3,-485,0.6
O=C(CN1CCN(c2cccc(Cl)c2)CC1)NCc1ccccc1,1.8,-4,0.1,-12,0.4,6,-1.2,-1.0,4,-2,-2.6
Cc1csc(SCC(=O)Nc2nnc(C)s2)n1,0.3,1,-0.1,-4,-0.9,3,-0.7,-0.6,3,-4,-0.2
Cc1nnc2sc(-c3ccncc3)nn12,-0.9,-2,0.2,2,0.7,2,0.5,-1.5,2,5,0.1
c1ccc(SC23CCCCN(CCC2)[C@]32CO2)cc1 (some centres undefined),x,-4,0.0,-1,x,17,0.3,0.4,0,-18,0.9
Cc1ccc2c(c1)N(CCCC(=O)NCCC1=CCCCC1)C(=O)CO2,0.6,-2,-0.7,-10,1.2,-1,-1.9,-1.3,-9,0,-0.5
CC(C)(C)N(NC(=O)Nc1ccccc1)C(=O)c1ccccc1,0.8,-3,0.0,-2,-0.6,2,-1.1,-0.8,-2,2,1.5
Cc1cc(=O)[nH]c(NN=Cc2c(Cl)cccc2Cl)n1,-0.2,0,-2.6,0,1.2,-2,-1.1,-1.7,-3,-12,-0.9
COc1ccc(S(=O)(=O)N2CCOCC2)cc1NC(=O)CCc1c[nH]c2ccccc12,-1.3,-1,-0.6,-3,-0.5,-51,-1.8,-0.8,3,0,-2.0

# Another view of five compounds above.
# Screens in order: DAX1 inh-1	SMARCA2 activ	DAX1 inh-2	GC-A act	FXN GAA850 act	sPLA2-III inh	ssDAF12 agonist	hcDAF12 agonist	GC-B act	ADAM10 inh	hgDAF12 agonist
> Cc1csc(SCC(=O)Nc2nnc(C)s2)n1
  0.3	1	-0.1	-4	-0.9	3	-0.7	-0.6	3	-4	-0.2
> Cc1nnc2sc(-c3ccncc3)nn12
  -0.9	-2	0.2	2	0.7	2	0.5	-1.5	2	5	0.1
> c1ccc(SC23CCCCN(CCC2)[C@]32CO2)cc1 (some centres undefined)
  x	-4	0.0	-1	x	17	0.3	0.4	0	-18	0.9
> Cc1ccc2c(c1)N(CCCC(=O)NCCC1=CCCCC1)C(=O)CO2
  0.6	-2	-0.7	-10	1.2	-1	-1.9	-1.3	-9	0	-0.5
> CC(C)(C)N(NC(=O)Nc1ccccc1)C(=O)c1ccccc1
  0.8	-3	0.0	-2	-0.6	2	-1.1	-0.8	-2	2	1.5

# Remaining list, next part
SMILES,DAX1 inh-1,SMARCA2 activ,DAX1 inh-2,GC-A act,FXN GAA850 act,sPLA2-III inh,ssDAF12 agonist,hcDAF12 agonist,GC-B act,ADAM10 inh,hgDAF12 agonist
CC1=CC=CN2C1=NC(=O)CC2(C)C(=O)N(CC(=O)NC1CCCC1)c1ccccc1C (centres undefined),-1.8,-3,-0.1,2,1.6,13,-0.4,-1.2,1,i,-3.6
CC#CC(=O)N[C@H]1CC[C@@]23CCCN2C(=O)CCC[C@H]3[C@H]1C,x,x,x,0,x,3,-1.0,1.7,-2,5,-0.2
CC1(C)Cc2sc3c(=O)[nH]c(=S)[nH]c3c2CO1,1.9,-1,0.1,2,0.7,2,-1.7,-0.4,-2,-1,-2.0
COc1ccccc1C(=O)C(=O)c1ccccc1OC,-1.1,1,-0.1,1,-1.2,-1,-1.1,-0.9,0,1,-1.5
Cc1cc2c(cc1S(=O)(=O)NCCc1ccccc1)NC(=O)CO2,1.2,1,0.7,-2,-0.6,-16,-1.0,-0.9,-8,-6,2.8
CCc1ccc(/C=C/C(=O)c2c(C)cc(C)[nH]c2=O)cc1,-2.9,-2,-3.1,0,-5.2,-5,-1.4,-3.1,-3,-8,1.9
COC(=O)C1=CN(Cc2ccc(F)cc2)C=C(C(=O)OC)C1c1ccc(O)c(OC)c1,-0.6,1,-0.3,-14,-0.3,-18,-1.2,-1.6,-5,-25,-0.2
Cc1ccccc1-n1nc(C(=O)O)cc1-c1ccccc1,-0.2,-2,0.0,2,-1.4,10,-1.1,-1.4,5,6,5.6
Cc1cc(OCC(C)C)ccc1/C(O)=C1/C(=O)C(=O)N(Cc2cccnc2)C1c1ccncc1 (centres undefined),0.1,-1,-0.8,13,-2.4,3,-1.3,0.6,3,-2,0.2
COc1ccc(NC(=O)c2oc3ccccc3c2NC(=O)C(C)(C)C)cc1,-0.7,-5,-1.6,4,-0.2,-4,-2.0,-1.6,-2,9,0.5
COc1ccc(C(=O)N/N=C/c2ccc(OC)c(COc3ccc(F)cc3F)c2)cc1,0.2,-2,-2.5,-2,-0.2,0,-1.6,-1.9,3,0,-1.3
COc1ccnc(N=CNOCc2ccc(Cl)cc2)c1C#N,2.9,0,0.7,-13,1.3,1,-0.2,-1.6,-4,3,1.7
CC(COC(=O)c1ccccc1)(COC(=O)c1ccccc1)/[N+]([O-])=C/c1ccccc1,0.0,-3,-0.3,-4,2.3,-5,-1.8,-0.8,-4,6,1.9
Cc1cc(C(=O)CCl)c(C)n1CCc1ccc(F)cc1,-2.1,-1,-1.0,-6,-4.5,-2,-1.6,0.7,0,3,-3.0
CCOC(=O)[C@]12CCC=C1N(CCC1=CCCCC1)C(=O)[C@H](CC(=O)N1CCCCC1)C2,x,-5,-1.2,-1,x,-11,-0.9,0.1,-1,1,-1.5
NC(=O)CC(NC(=O)c1ccccc1)c1ccc(N2CCN(c3ccc(F)cc3)CC2)c([N+](=O)[O-])c1 (centres undefined),-0.3,-2,-1.3,-5,1.5,-9,-1.8,-3.0,-1,10,-3.2
O=C(Oc1ccccc1)c1ccc2nccnc2c1,-0.5,-1,0.2,3,1.1,0,-1.3,-0.7,-6,-1,1.6
O=C1NC(=O)/C(=C\c2ccc(O)cc2O)S1,0.5,13*,0.7,-1,-0.2,-5,-1.4,0.3,-4,-2,6.5
COc1cc(C(=O)NCc2nnc(SCC(=O)NC3CCCC3)o2)cc(OC)c1OC,0.6,-2,-0.3,0,1.8,-1,-1.1,-1.2,4,-3,0.5
COc1ccc(Cl)cc1NC(=O)CCCC(=O)c1ccccc1,-0.3,-1,0.2,-3,0.7,-3,-1.5,-1.4,-4,2,-2.8
CCn1c(COc2cccc(C)c2)nnc1SCC(=O)Nc1cccc(C(=O)O)c1,-0.1,-4,0.2,1,1.8,7,-1.1,1.9,-1,1,1.2
COc1ccc(/C=C/c2cc(=O)c3cc(Cl)ccc3o2)cc1,-1.7,3,-0.4,-4,1.8,7,-1.6,5.3,-1,-34,0.0
Cc1ccc2c(c1)C(=O)C(=O)N2Cc1ccc(C(F)(F)F)cc1,1.5,1,-0.5,-4,-0.8,30*,-1.1,-0.1,-3,-11,-0.7
NNC(=O)c1n[nH]c2c1CC(C1CCCCC1)CC2 (centres undefined),-0.1,0,-0.6,-5,1.8,7,-1.4,-2.3,7,7,2.9
c1ccc(C[C@H]2CN=C(Nc3ccccc3)N2CC2CCCC2)cc1,x,-2,2.4,-16,x,18,-0.8,0.6,-7,-11,-1.9
COCC(=O)N1CCC(C(=O)NC2CCCc3ccccc32)CC1 (centres undefined),x,4,-0.2,1,x,0,-1.0,5.5,-2,0,0.1
CON(C)C(=O)/C=C/CCCCNC(=O)OC(C)(C)C,-0.8,1,0.1,1,-0.3,1,-1.6,-0.3,2,7,-3.9
COCc1cc(=O)[nH]c(/N=C(\N)Nc2ccc(C)cc2)n1,-0.8,3,-1.1,-9,1.0,4,-1.1,-0.5,-1,5,0.8
COc1ccccc1Oc1c(C)oc2c(CN(C)C)c(O)ccc2c1=O,-1.3,-2,0.1,2,-1.3,1,-0.9,-0.9,-2,i,1.0

# This is a random part of the collection. About 6.6% of those tested had a hit in this group.
